# High-throughput results from PubChem.
# PTHR1 ag: qHTS for PTHR1 Agonists: Primary Screen; Parathyroid hormone/parathyroid hormone-related peptide receptor (Homo sapiens), Q03431; 0.075% of 410,000 active; AID 743266, 2014; Potency, µM (highest dose often 115 µM), for inactives: at the highest dose activation, hits mostly activators; HEK293 GP2 PTHR1 cells, GloSensor cAMP luminescence, 1 h; further: potency means the concentration at half of the fitted maximal effect; nearly all actives have a fitted effect of over 55% in size; some results filed as inactive show a strong effect at the top dose; inactives centre near -15; many of its hits are not listed in these tables
#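 HEK-293-derived GP2 cells expressing PTHR1 and a GloSensor cAMP reporter, 3,000/well, plated overnight, given luciferin plus IBMX (each 0.5 mM as added) for 1 h at 37 °C, then compound for 1 h at 37 °C. Luminescence was read after 15 min at room temperature.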
# GLP-1R agonist: qHTS of GLP-1 Receptor Agonists; Glucagon-like peptide 1 receptor (Homo sapiens), P43220; HEK293 GLP-1R CRE-luciferase, luminescence, 4-6 h; cells express a hypersensitive GLP-1R form; Potency, µM (series often up to 45.6 µM), without a hit: at the highest dose activation, usual class: activators; 0.007% of 380,000 active; further: potency means the concentration at half of the fitted maximal effect; % of control where 0% means no effect
# Target sequence (P43220 whole entry, looked up): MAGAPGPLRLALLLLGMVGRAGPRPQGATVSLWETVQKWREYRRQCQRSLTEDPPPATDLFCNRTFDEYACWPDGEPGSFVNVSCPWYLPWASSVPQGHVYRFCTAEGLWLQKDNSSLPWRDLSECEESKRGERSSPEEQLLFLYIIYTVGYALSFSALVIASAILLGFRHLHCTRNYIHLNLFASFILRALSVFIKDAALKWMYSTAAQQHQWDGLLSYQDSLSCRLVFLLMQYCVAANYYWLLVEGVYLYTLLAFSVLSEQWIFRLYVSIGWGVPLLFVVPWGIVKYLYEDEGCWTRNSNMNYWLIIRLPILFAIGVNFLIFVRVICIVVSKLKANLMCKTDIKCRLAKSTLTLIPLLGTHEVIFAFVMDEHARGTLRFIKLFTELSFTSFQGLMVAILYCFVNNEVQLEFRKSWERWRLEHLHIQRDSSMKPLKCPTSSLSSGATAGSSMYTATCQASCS
# GLP1R cytotox: qHTS of GLP-1 Receptor Inverse Agonists: Cytotox Screen; Potency, µM (titrated, usually from 38.3 µM), for the others: top-dose activity change, negative = inhibition, actives largely listed as inhibitors; AID 624418, 2012; HEK293 cAMP-luciferase reporter cells, luminescence, 24 h; 0.13% of 410,000 active;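 further: loss of luciferase light is scored as toxicity; potency means the concentration at half of the fitted maximal effect; on the % scale 0 is the no-effect control and ±100 the full control effect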
#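 Quantitative HTS format, 1536 wells, 200 cells/uL seeded. Compounds: 23 nL, 24 h, 37 °C. Detection: luciferase reagent, luminescence at 12 min RT; decreased signal taken as cytotoxic.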
# PLK1 PBD block: qHTS for Inhibitors of PLK1-PDB (polo-like kinase 1 - polo-box domain): Primary Screen; Plk1 PBD binding of FITC phosphopeptide, fluorescence polarization; Potency, µM, for inactives: max response, negative = inhibition, actives largely listed as inhibitors; 2.8% of 360,000 active; AID 720504, 2013; further: potency means the concentration at half of the fitted maximal effect; series mostly up to about 57 µM; on the % scale 0 is the no-effect control and ±100 the full control effect; nearly all actives have a fitted effect of over 65% in size
# Target sequence (P53350 whole entry, looked up, the tested form may be a part): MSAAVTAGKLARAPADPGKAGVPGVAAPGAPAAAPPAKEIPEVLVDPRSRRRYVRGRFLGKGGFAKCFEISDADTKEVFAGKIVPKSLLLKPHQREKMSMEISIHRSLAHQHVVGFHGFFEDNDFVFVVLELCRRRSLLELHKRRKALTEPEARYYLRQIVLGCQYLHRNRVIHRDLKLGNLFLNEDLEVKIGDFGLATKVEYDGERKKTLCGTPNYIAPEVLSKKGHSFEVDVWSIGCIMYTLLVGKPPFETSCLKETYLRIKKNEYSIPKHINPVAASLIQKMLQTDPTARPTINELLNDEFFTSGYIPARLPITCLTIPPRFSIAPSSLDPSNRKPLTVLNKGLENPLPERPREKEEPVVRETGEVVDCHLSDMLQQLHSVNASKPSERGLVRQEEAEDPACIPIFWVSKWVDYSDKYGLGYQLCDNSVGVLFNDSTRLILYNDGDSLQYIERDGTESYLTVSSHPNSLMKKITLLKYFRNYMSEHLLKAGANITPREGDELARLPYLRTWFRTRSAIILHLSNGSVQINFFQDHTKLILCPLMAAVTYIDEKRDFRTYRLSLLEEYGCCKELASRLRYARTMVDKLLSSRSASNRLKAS
# EPAC1 antagonist: qHTS for Antagonist of cAMP-regulated guanine nucleotide exchange factor 3 (EPAC1): primary screen; Rap guanine nucleotide exchange factor 3 (Homo sapiens), O95398; EPAC1 GEF assay, Rap1b-BODIPY-GDP exchange fluorescence; Potency, µM (top dose mostly 115 µM), for inactives: at the top dose activity change, negative = inhibition, usual class: inhibitors; 0.14% of 360,000 active; AID 720709, 2013;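 further: potency means the concentration at half of the fitted maximal effect; plate controls were vehicle for no effect and positive control for full effect; nearly all actives have a fitted effect of over 50% in size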
# PI5P4Ka inh: qHTS for Inhibitors of phosphatidylinositol 5-phosphate 4-kinase (PI5P4K). Phosphatidylinositol 5-phosphate 4-kinase type-2 alpha (Homo sapiens), P48426. PI5P4Kalpha enzyme, ADP-Glo luminescence, 60 min; active compounds read low. max response, %. 1.2% of 330,000 active. AID 652105, 2013; active means max response of -50% or lower; inconclusive means between -30% and -50%; inactive means -30% or higher; further: value at the top dose of about 77 µM; on the % scale 0 is the no-effect control and ±100 the full control effect
#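 Quantitative HTS of the MLSMR library against PI5P4Kalpha with substrate. ATP added last at 5 microM final; room temperature, 60 minutes. Remaining ATP depleted, ADP converted and read as luminescence.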
# IL2 activator: qHTS of IL-2 Activators; AID 652025, 2013; IL-2 activation reporter assay, cell-based qHTS; stimulated with anti-CD3/CD4/CD28 beads; in transgenic mouse T cells; 0.065% of 360,000 active; activation, % (series mostly up to about 46 µM); in the data active means activation above about 50%; inconclusive means mostly about 30% to 49%; further: 0% is about no effect
#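 Unstimulated transgenic mouse T cells; 60-min compound exposure; bead-based TCR/CD4/CD28 stimulation; 18 h culture, 37 degrees C; dual fluorescence (EGFP, DsRed) plate cytometry.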
# GLP1R inv ag: qHTS of GLP-1 Receptor Inverse Agonists (Inhibition Mode); Glucagon-like peptide 1 receptor (Homo sapiens), P43220; HEK293 GLP-1R CRE-luciferase, luminescence, 24 h; GLP-1R form is constitutively active; Potency, µM (doses to about 38.3 µM), for inactives: at the highest dose activity change, negative = inhibition, most hits filed as inhibitors; 1.6% of 410,000 active; AID 624417, 2012; further: potency means the concentration at half of the fitted maximal effect; on the % scale 0 is the no-effect control and ±100 the full control effect; nearly all actives have a fitted effect of over 55% in size
#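 HEK293 cells stably co-expressing a cAMP-responsive luciferase reporter and constitutively active GLP-1R were seeded, incubated 12 h, then exposed to compounds for 24 h at 37 C. Luminescence was read 12 min after detection reagent; inverse agonists lower signal.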
# EPAC1 ag: qHTS for Agonist of cAMP-regulated guanine nucleotide exchange factor 3 (EPAC1): primary screen; 0.073% of 360,000 active; Potency, µM (titrated, usually from 154 µM), without a hit: at the highest dose activation, most hits filed as activators; AID 720707, 2013; EPAC1 agonist qHTS, biochemical assay; response scale: 100% = response to 6.5 mM cAMP; further: potency means the concentration at half of the fitted maximal effect; nearly all actives have a fitted effect of over 60% in size
#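 Read-out is the fluorescence drop as BODIPY-GDP leaves Rap1B (480 nm excitation, 540 nm emission), recorded every 5 minutes over 30 minutes. Reactions held 100 nM EPAC1, 250 nM Rap1B–BODIPY-GDP and 50 uM GDP, with 6.5 mM cAMP setting full activation.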
# * marks the source's active call; other numbers are inactive results; i = inactive; ? = inconclusive; / = no result given; [ ] = dose if it differs, or a comment. Unless noted, the call rests on the fitted dose curve; in most records, active means well fitted curve in the direction sought with a large enough effect; inconclusive means small, poorly fitted or top-dose-only effect, or another doubt; inactive means no such curve, though single readings can be large; an effect the other way counts as inactive or inconclusive. A portion of the library; count on the stated rates, not on these rows.
SMILES,PTHR1 ag,GLP-1R agonist,GLP1R cytotox,PLK1 PBD block,EPAC1 antagonist,PI5P4Ka inh,IL2 activator,GLP1R inv ag,EPAC1 ag
C[C@@H]1CN([C@@H](C)CO)C(=O)CCCn2nncc2CO[C@@H]1CN(C)C(=O)Nc1ccccc1C(F)(F)F,-20%,2%,1%,-17%,5%,-4,-2.9,5%,-6%
CC1CC(C)CN(CC(O)COCCOc2ccc(Br)cc2)C1 (stereo not drawn),i,-13%,-28%,-1%,13%,19,0.2,?,1%
Cn1cnnc1SCC(=O)c1cccc([N+](=O)[O-])c1,-18%,-3%,57%[activator],-19%,?,-16,-0.2,0%,0%
c1ccc(CN2CCN(CCN3CCn4c3nc3ccccc34)CC2)cc1,i,-6%,-13%,-7%,-3%,-6,-0.7,-12%,1%
CCOC(=O)c1cccc(NC(=O)CSc2nnc(COc3ccccc3)n2CC)c1,-19%[57.5 µM],0%,5%,2%,-20%,/,-2.9,?,7%
Cc1c(NC(=O)CN2C(=O)c3ccc([N+](=O)[O-])cc3C2=O)c(=O)n(-c2ccccc2)n1C,i,-4%,-2%,-4%,-20%,6,4.2,9%,-5%
O=C(Nc1ccc(F)cc1)C(CCc1ccccc1)N1CCN(CC(=O)N2CCCC2)CC1 (stereo not drawn),-3%,/,-12%,-4%,1%,-10,-0.1,15%,-12%
COC(=O)COc1ccc(S(=O)(=O)Nc2ccc3c(c2)OCCO3)cc1C,-21%,-2%,-13%,-9%,-10%,-1,-3.5,-13%,6%
COc1ccccc1NC(=O)C1CCCCN1S(=O)(=O)c1ccc(F)cc1 (stereo not drawn),-19%[57.5 µM],8%,-14%,-3%,7%,2,-0.7,-3%,9%
Cc1cc(=O)n2nc(N3CCC(C(=O)Nc4cccc(Cl)c4C)CC3)sc2n1,-2%,-3%,6%,-8%,7%,3,-0.1,11%,14%
O=C(Nc1ccc(O)c(-c2nc3ccccc3s2)c1)c1cccs1,-25%,2%,12%,2%,-4%,8,1.1,12%,-6%
COC(=O)[C@H](Cc1ccccc1)N(C)S(=O)(=O)c1cccc(S(=O)(=O)N(C)[C@@H](Cc2ccccc2)C(=O)OC)c1,i,5%,?,-17%,-6%,1,-3.1,4%,-9%
CC(C)CC1(C)CNC(=O)NC1,-9%,-11%,13%,3%,-5%,2,-0.1,-10%,11%
COc1cccc(-c2cnc(C(O)c3ccc(F)cc3C)[nH]2)c1 (stereo not drawn),-6%,0%,-10%,-8%,0%,-14,1.6,-3%,-7%
COc1ccc2nc(NCc3cccnc3)sc2c1,i,13%,7%,-5%,-3%,-1,1.6,4%,-19%
S=c1[nH]nc(C2CCCCC2)n1/N=C/C=C/c1ccccc1,i,-2%,-1%,?,-12%,12,-0.5,?,24%
CCOc1ccc(C2C3=C(CCCC3=O)Nc3ccc4ncccc4c32)cc1 (stereo not drawn),2%,13%,-9%,-12%,?,-1,2.4,23%,-19%
O=C(NCSc1ccnc(SCNC(=O)c2ccccc2)n1)c1ccccc1,i,-8%,4%,-10%,1%,/,-1.2,1%,-2%
CCOc1ccc(-n2c(=O)c3c(C)c(C(=O)N(C)C)sc3n(CC(=O)Nc3ccccc3F)c2=O)cc1,i,-2%,2%[7.66 µM],6%,4%,0,-0.7,-5%[7.66 µM],-6%
CC(C)CCNC(=O)C1CCN(S(=O)(=O)c2ccc3nc4c(c(C(=O)O)c3c2)CCCCC4)CC1,-4%,-1%,-9%,-8%,0%,8,-0.6,18%,11%
COc1ccc(CNC(=O)CSc2cccc3cccnc23)cc1,i,12%,-15%,-10%,0%,0,-0.6,5%,9%
O=S(=O)(NCc1cccnc1)c1ccc2ccccc2c1,-2%,7%,-6%,-3%,-29%,-12,-0.6,-4%,-10%
CC(NC(=O)C(=O)NN=C1CCCC1)c1ccccc1 (stereo not drawn),-25%,1%,15%,-10%,-10%,6,1.3,-9%,6%
CC(NC(=O)c1ccccc1)c1nc2ccccc2n1Cc1ccc(C#N)cc1 (stereo not drawn),-14%,-6%,-17%,-1%,-18%,9,-0.2,-23%,4%
CCc1ccc(NC(=O)CCn2nc(-c3ccccc3OC)c3c(C)cc(C)nc32)cc1,-6%,-2%,-19%,/,/,/,/,?,/
# Next results
SMILES,PTHR1 ag,GLP-1R agonist,GLP1R cytotox,PLK1 PBD block,EPAC1 antagonist,PI5P4Ka inh,IL2 activator,GLP1R inv ag,EPAC1 ag
O=C(CN(c1ccc(F)cc1)S(=O)(=O)c1ccccc1)N1CCOCC1,4%,5%,4%,-7%,9%,-4,-1.7,10%,-2%
CCN(C(=O)c1cc2c(s1)-c1ccccc1OC2)c1cc(OC)ccc1OC,i,16%,14%,-5%,-7%,3,-4.1,?,22%
CNC(=S)NNC(=O)c1cc(-c2cccnc2)nc2ccccc12,i,0%,-4%,-1%,-21%,-2,-2.6,3%,-4%
Cc1ccc(/C=C/C(=O)OCC(=O)N(CC(C)C)c2c(N)n(Cc3ccccc3)c(=O)[nH]c2=O)o1,15%,-1%,-18%,1%,-24%,-9,3.0,12%,-8%
COc1ccc(C)cc1Nc1cc(C)nc2nc(C)nn12,i,16%,-5%,-21%,-2%,-1,-3.4,5%,1%
Nc1nonc1-c1nc2ccccc2n1CCC(=O)O,i,-13%,6%,0%,0%,/,3.1,0%,1%
C=C(C)c1cccc(C(C)(C)NC(=O)N2CCCCC2CC)c1 (stereo not drawn),i,-1%,14%,-5%,-9%,5,-1.0,?,-2%
CCSC(=O)NC12CC3CC(CC(C3)C1)C2,i,9%,9%,-14%,1%,/,2.4,0%,13%
CCOC(=O)c1cc2c(ccn2C)n1CC(=O)N1CCN(c2ccc(F)cc2)CC1,-3%[57.5 µM],-5%,-21%,0%,2%,/,-0.2,0%,-11%
COc1ccc(CNC(=O)C2CCN(S(=O)(=O)c3cc(OC)ccc3OC)CC2)cc1,i,2%,58%[activator],-8%,0%,-4,-0.1,10%,1%
COc1ccc(COC(=O)CCCN=C2NS(=O)(=O)c3ccccc32)cc1F,i,-5%,-3%,6%,6%,4,-0.3,10%,-1%
Cc1ccc(C(=O)C(OC(=O)c2cnccn2)c2ccccc2)cc1 (stereo not drawn),i,1%,4%,1%,-24%,-2,0.1,9%,-1%
CC(C)(C)c1nn(-c2ccccc2)c2[nH]c(=O)c(CNCc3ccco3)cc12,i,2%,-6%,-21%,-24%,-15,-0.4,-27%,8%
O=C(NNC(=O)c1ccc([N+](=O)[O-])cc1)NC1CCCCC1,i,-1%,-1%,-10%,-8%,-9,0.8,-12%,-9%
COC(=O)COc1cccc(NS(=O)(=O)c2ccc(NC(C)=O)cc2)c1,7%[57.5 µM],0%,0%,-5%,-12%,/,-1.2,6%,9%
Cc1ccc(S(=O)(=O)NCCC(=O)NCc2ccccc2)cc1,i,-9%,-1%,-5%,14%,/,-0.8,4%,-2%
Cc1c(C2=CCN(S(=O)(=O)c3ccc(Cl)cc3)CC2)c2ccccc2n1C,i,-11%,11%,-3%,-18%,1,0.6,5%,9%
O=C(Cc1cccc2ccccc12)N/N=C/c1ccc(OC(=O)/C=C/c2ccco2)cc1,-11%[57.5 µM],-7%,-18%,-8%,-18%,?,-0.4,-25%,1%
N#CCc1c(C#N)c(N)nc(N2CCCC2)c1C#N,-24%,6%,?,-6%,-7%,-5,-0.5,106%[activator],0%
Cc1sc2ncnc(Sc3nnnn3-c3ccc(Cl)cc3)c2c1C,i,-16%,-7%,?,3%,2,2.7,?,8%

# Shown with values under each structure: part of the list above
# Results follow in this order: PTHR1 ag	GLP-1R agonist	GLP1R cytotox	PLK1 PBD block	EPAC1 antagonist	PI5P4Ka inh	IL2 activator	GLP1R inv ag	EPAC1 ag
- CCOC(=O)c1cc2c(ccn2C)n1CC(=O)N1CCN(c2ccc(F)cc2)CC1
    -3%[57.5 µM]	-5%	-21%	0%	2%	/	-0.2	0%	-11%
- COc1ccc(CNC(=O)C2CCN(S(=O)(=O)c3cc(OC)ccc3OC)CC2)cc1
    i	2%	58%[activator]	-8%	0%	-4	-0.1	10%	1%
- COc1ccc(COC(=O)CCCN=C2NS(=O)(=O)c3ccccc32)cc1F
    i	-5%	-3%	6%	6%	4	-0.3	10%	-1%
- Cc1ccc(C(=O)C(OC(=O)c2cnccn2)c2ccccc2)cc1 (stereo not drawn)
    i	1%	4%	1%	-24%	-2	0.1	9%	-1%
- CC(C)(C)c1nn(-c2ccccc2)c2[nH]c(=O)c(CNCc3ccco3)cc12
    i	2%	-6%	-21%	-24%	-15	-0.4	-27%	8%
- O=C(NNC(=O)c1ccc([N+](=O)[O-])cc1)NC1CCCCC1
    i	-1%	-1%	-10%	-8%	-9	0.8	-12%	-9%
- COC(=O)COc1cccc(NS(=O)(=O)c2ccc(NC(C)=O)cc2)c1
    7%[57.5 µM]	0%	0%	-5%	-12%	/	-1.2	6%	9%
- Cc1ccc(S(=O)(=O)NCCC(=O)NCc2ccccc2)cc1
    i	-9%	-1%	-5%	14%	/	-0.8	4%	-2%
- Cc1c(C2=CCN(S(=O)(=O)c3ccc(Cl)cc3)CC2)c2ccccc2n1C
    i	-11%	11%	-3%	-18%	1	0.6	5%	9%
